EZH2 inh: inhibitors of human EZH2/PRC2 methyltransferase | inhibition, % at 12.5 µM | Q15910 | AID 651548 | PRC2 H3K27 methylation, DELFIA TRF, 1 h | actives 0.35% (n = 57,000);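 active means mean inhibition of replicates at least 50% and every single replicate also reaching 50%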;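 further: dimethyl H3K27 on biotinylated H3 21-44 peptide detected by antibody; plate controls were median neutral control wells for no effect and median positive control wells for full effect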
Target sequence (Q15910 whole entry, looked up): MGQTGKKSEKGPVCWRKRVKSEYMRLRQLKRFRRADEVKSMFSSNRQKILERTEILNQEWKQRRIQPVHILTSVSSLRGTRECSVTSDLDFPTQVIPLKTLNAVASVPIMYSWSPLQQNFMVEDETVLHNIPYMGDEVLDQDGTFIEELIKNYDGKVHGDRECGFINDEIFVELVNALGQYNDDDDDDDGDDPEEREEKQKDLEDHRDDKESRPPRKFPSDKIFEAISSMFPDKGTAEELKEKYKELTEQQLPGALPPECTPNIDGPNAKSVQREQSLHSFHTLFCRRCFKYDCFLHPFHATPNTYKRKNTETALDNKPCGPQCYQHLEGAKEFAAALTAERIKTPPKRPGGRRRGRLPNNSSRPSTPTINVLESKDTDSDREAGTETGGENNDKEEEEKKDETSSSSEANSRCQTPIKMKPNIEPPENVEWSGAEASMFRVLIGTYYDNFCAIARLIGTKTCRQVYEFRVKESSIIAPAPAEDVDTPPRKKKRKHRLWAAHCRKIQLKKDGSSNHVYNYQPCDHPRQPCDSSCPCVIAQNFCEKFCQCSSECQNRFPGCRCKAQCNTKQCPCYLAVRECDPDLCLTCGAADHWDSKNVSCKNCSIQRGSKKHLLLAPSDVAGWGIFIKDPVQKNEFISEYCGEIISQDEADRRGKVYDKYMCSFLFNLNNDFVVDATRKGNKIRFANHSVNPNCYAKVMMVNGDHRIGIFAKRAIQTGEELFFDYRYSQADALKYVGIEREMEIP
IDH1 mut inh: IDH1 R132H (human) inhibition; O75874; IDH1 R132H reductase, diaphorase/resazurin fluorescence, 60 min; inhibition, % at 10 µM; actives 0.18% (n = 70,000); AID 624101; in the data active means inhibition above about 34%;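 further: 0% = DMSO and 100% = no enzyme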
The depositor's hits bear a star; / = not tested or not shown; & = joins results of further samples. Some of the compounds tested (hit frequency here may not be typical).

smiles	EZH2 inh	IDH1 mut inh
CO[C@H]1CN(C)C(=O)c2cc(NC(C)=O)ccc2OC[C@@H](C)N(C(=O)c2ccccc2)C[C@H]1C	-3	0.4
CCC(=O)N(C)C[C@H]1Oc2ncc(-c3cccc(OC)c3)cc2C(=O)N([C@H](C)CO)C[C@H]1C	/	-0.2
CC(C)CC#Cc1ccc2c(c1)O[C@H](CN(C)C(=O)Cc1ccccc1)[C@@H](C)CN([C@H](C)CO)S2(=O)=O	16	1.7
CC(C)[C@H](C)NC(=O)N(C)C[C@@H]1OCc2ccccc2-c2c(n(C)c3ccccc23)C(=O)N([C@H](C)CO)C[C@H]1C	-47	-0.6
C[C@@H]1CN([C@@H](C)CO)C(=O)c2cc(C#CC3CC3)cnc2O[C@H]1CN(C)Cc1ccccn1	6	-0.1
CO[C@@H]1CN(C)C(=O)c2ccc(NC(=O)C3CCOCC3)cc2OC[C@@H](C)N(C(C)=O)C[C@@H]1C	6	-0.2
CCS(=O)(=O)Nc1ccc2c(c1)C(=O)N(C)C[C@@H](OC)[C@@H](C)CN(Cc1nccs1)[C@@H](C)CO2	1	-0.1
C[C@H]1CN([C@@H](C)CO)S(=O)(=O)c2ccc(C#CC3CC3)cc2O[C@H]1CN(C)C(=O)c1cnccn1	3	0.9
Cc1cnn(CCCNC(=O)c2cc(-c3cccnc3)nc3ccc(Cl)cc23)c1	-4	0.2
COc1ccc(CN(C)C[C@@H]2Oc3ccc(NS(=O)(=O)c4c(C)noc4C)cc3CC(=O)N([C@H](C)CO)C[C@H]2C)cc1	/	3.9
O=C(C[C@@H]1C[C@H]2c3cc(NC(=O)C4CCC4)ccc3O[C@H]2[C@H](CO)O1)NC1CCCC1	2	-0.2
NCC[C@@H]1CC[C@@H](NC(=O)Nc2ccc(F)cc2)[C@H](CO)O1	-2	0.6
Cc1ccc(S(=O)(=O)N(C)C[C@H]2Oc3ccc(N(C)C)cc3C(=O)N([C@@H](C)CO)C[C@H]2C)cc1	/	-0.4
CCC(Oc1nc2ccccc2nc1-c1ccccc1NC(C)=O)C(=O)c1ccccc1 (centres undefined)	-1	-0.7
C[C@@H]1CN([C@@H](C)CO)C(=O)Cc2cc(NC(=O)C3CCCCC3)ccc2O[C@H]1CN(C)C	7	-0.1
CCCC(=O)Nc1ccc2c(c1)C(=O)N(C)C[C@H](OC)[C@@H](C)CN(Cc1ccccc1F)[C@H](C)CO2	-17	0.0
C/C(=C/CO)CC[C@@H]1[C@@](C)(O)CCC2C(C)(C)CCC[C@]21C (some centres undefined)	-1	1.6
O=C(NCc1nc2ccccc2[nH]1)C1=C[C@@H](c2ccc3c(c2)OCO3)C[C@@H](OCc2ccc(CO)cc2)O1	7	/
C[C@H]1CN([C@@H](C)CO)C(=O)CCCn2nncc2CO[C@@H]1CN(C)Cc1cccnc1	-2	-1.1
C[C@H](NC(=O)C[C@@H]1C[C@@H]2c3cc(N(C)C)ccc3O[C@@H]2[C@H](CO)O1)c1ccccc1	-1	-2.2
COc1cc(SC)ccc1-c1nc2ccncc2[nH]1	0	-0.8
Cc1noc(C)c1NC(=O)Nc1ccc2c(c1)C(=O)N([C@@H](C)CO)C[C@H](C)[C@H](CN(C)Cc1ccc3c(c1)OCO3)O2	-3	-0.2
CO[C@H]1CC[C@@H]2CCOc3c(C#N)cccc3C(=O)N(C)C[C@H](c3ccccc3)CC(=O)N(C)C[C@@H]1O2	1	0.2
Cc1ccc(S(=O)(=O)Nc2cccc3c2O[C@H](CN(C)S(=O)(=O)c2cn(C)cn2)[C@@H](C)CN([C@H](C)CO)C3=O)cc1	/	-9.6
COc1ccccc1C(=O)Nc1ccccc1C(=O)NCc1ccco1	-2	0.3

Overlap with the part before: 5 entries, followed by the next part.
smiles	EZH2 inh	IDH1 mut inh
COc1cc(SC)ccc1-c1nc2ccncc2[nH]1	0	-0.8
Cc1noc(C)c1NC(=O)Nc1ccc2c(c1)C(=O)N([C@@H](C)CO)C[C@H](C)[C@H](CN(C)Cc1ccc3c(c1)OCO3)O2	-3	-0.2
CO[C@H]1CC[C@@H]2CCOc3c(C#N)cccc3C(=O)N(C)C[C@H](c3ccccc3)CC(=O)N(C)C[C@@H]1O2	1	0.2
Cc1ccc(S(=O)(=O)Nc2cccc3c2O[C@H](CN(C)S(=O)(=O)c2cn(C)cn2)[C@@H](C)CN([C@H](C)CO)C3=O)cc1	/	-9.6
COc1ccccc1C(=O)Nc1ccccc1C(=O)NCc1ccco1	-2	0.3
CCC(=O)Nc1ccc2c(c1)OC[C@@H](C)N(Cc1ccccc1F)C[C@H](C)[C@H](OC)CN(C)C2=O	-19	-0.1
C[C@@H]1CCCCO[C@H](CN(C)C)[C@H](C)CN([C@@H](C)CO)C(=O)c2cc(NC(=O)Cc3ccccc3)ccc2O1	-2	2.1
CNC[C@H]1Oc2ncc(C#CCC3CCCC3)cc2C(=O)N([C@@H](C)CO)C[C@H]1C	-33	-0.4
C[C@H](CO)N1C[C@H](C)[C@@H](CN(C)CC2CCOCC2)Oc2cc(C#CC3CC3)ccc2S1(=O)=O	3	0.9
C[C@@H]1CN([C@H](C)CO)C(=O)c2cc(NC(=O)Nc3ccc(F)cc3)ccc2O[C@H]1CN(C)S(=O)(=O)c1ccc(Cl)cc1	-9	-1.0
C[C@@H]1CCCCO[C@@H](CN(C)C(=O)Nc2ccc3c(c2)OCO3)[C@@H](C)CN([C@H](C)CO)C(=O)c2cc(NC(=O)Nc3ccc(C(F)(F)F)cc3)ccc2O1	/	-0.8
CCCN1C[C@H](C)[C@H](OC)CN(C)C(=O)c2ccc(NC(=O)COC)cc2OC[C@@H]1C	-1	0.3
C[C@@H]1CCCCO[C@H](CN(C)Cc2ccc(C(F)(F)F)cc2)[C@H](C)CN([C@H](C)CO)C(=O)c2cc(NC(=O)Nc3ccc4c(c3)OCO4)ccc2O1	/	-0.8
C[C@@H]1CCCCO[C@@H](CN(C)C(=O)Nc2ccccc2)[C@H](C)CN([C@H](C)CO)C(=O)c2cc(NS(=O)(=O)c3ccc(F)cc3)ccc2O1	/	0.7
COc1ccccc1CNC(=O)C[C@H]1CC[C@@H](NC(=O)CC2CC2)[C@@H](CO)O1	-3	0.4
O=C(N[C@H]1C=C[C@H](CC(=O)N2CCOCC2)O[C@@H]1CO)c1ccc2c(c1)OCO2	9	0.0
COc1ccccc1NC(=O)Nc1ccc2c(c1)C(=O)N(C)C[C@H](OC)[C@H](C)CN(C)[C@H](C)CO2	2	-0.4
CC(C)NC(=O)N(C)C[C@@H]1Oc2ncc(-c3cc4ccccc4o3)cc2C(=O)N([C@H](C)CO)C[C@@H]1C	/	-2.1
CC(C)(O)C#Cc1cccc(-c2nc(C(=O)NCCCN3CCOCC3)cc3c2[C@@H](CCO)N(S(=O)C(C)(C)C)C3)c1 (some centres undefined)	5	0.1
COCC#Cc1ccc2c(c1)O[C@H](CN(C)Cc1ccccn1)[C@H](C)CN([C@@H](C)CO)S2(=O)=O	-3	-3.1
COc1ccc(CN(C)C[C@@H]2OCCCC[C@H](C)Oc3ccc(NS(=O)(=O)c4cccs4)cc3C(=O)N([C@@H](C)CO)C[C@H]2C)cc1	/	2.0
C[C@H]1CN([C@@H](C)CO)C(=O)c2cc(C#CC3CCCC3)cnc2O[C@H]1CN(C)C(=O)c1ccncc1	3	/
C[C@@H]1CN([C@H](C)CO)C(=O)c2cc(C#Cc3ccc(F)cc3)cnc2O[C@H]1CN(C)CC1CCOCC1	-26	0.3
C[C@@H]1CN([C@@H](C)CO)C(=O)c2cc(NC(=O)Cc3ccccc3)ccc2O[C@H]1CN(C)S(=O)(=O)c1ccccc1	-3	/
O=C(O)C[C@H]1C[C@@H]2c3cc(NC(=O)Nc4ccc(C(F)(F)F)cc4)ccc3O[C@@H]2[C@@H](CO)O1	6	0.0
COc1ccc(S(=O)(=O)N(C)C[C@H]2Oc3c(NC(=O)Nc4ccc5c(c4)OCO5)cccc3C(=O)N([C@H](C)CO)C[C@H]2C)cc1	/	0.6
COC(=O)Nc1ccc2[nH]cc(CCNC(C)=O)c2c1	0	-1.3
CCCC(=O)Nc1ccc2c(c1)OC[C@H](C)N(CCc1ccccc1)C[C@H](C)[C@@H](OC)CN(C)C2=O	-8	0.5
O=C(NC1CCCC1)N[C@@H]1C=C[C@@H](CC(=O)N2CCOCC2)O[C@H]1CO	-6	0.2
CN(CC(=O)Nc1ccncc1)S(=O)(=O)c1ccc(Br)cc1	14	2.5
CO[C@H]1CN(C)C(=O)c2ccc(NC(=O)C3CC3)cc2OC[C@@H](C)N(Cc2ccccc2)C[C@@H]1C	8	-0.7
CN(C)c1ccc2c(c1)[C@H]1C[C@H](CC(=O)NCc3ccncc3)O[C@H](CO)[C@H]1O2	0	-14
NC(=O)CCCc1c[nH]c2ccccc12	-9	-0.3
COc1ccc(NC(=O)Nc2cccc3c2O[C@@H](CN(C)Cc2ccc(C(=O)Nc4ccccc4N)cc2)[C@@H](C)CN([C@@H](C)CO)C3=O)cc1	7	0.0
COCC(=O)N(C)C[C@@H]1Oc2ncc(C#Cc3ccccc3OC)cc2C(=O)N([C@H](C)CO)C[C@H]1C	2	-15
COCCNC(=O)C[C@H]1C[C@H]2c3cc(NC(=O)C4CCC4)ccc3O[C@H]2[C@@H](CO)O1	20	0.1
COc1ccc(S(=O)(=O)Nc2ccc3c(c2)C(=O)N([C@H](C)CO)C[C@H](C)[C@@H](CN(C)S(=O)(=O)c2ccccc2)O3)cc1	/	-0.2
C/C=C/c1cnc2c(c1)C(=O)N([C@@H](C)CO)C[C@H](C)[C@@H](CN(C)S(=O)(=O)c1cn(C)cn1)O2	5	-0.5
COc1ccc(CN(C)C[C@H]2OCCCC[C@@H](C)Oc3ccc(NS(=O)(=O)c4ccc(F)cc4)cc3C(=O)N([C@H](C)CO)C[C@H]2C)cc1	/	-1.8
Cc1ccc2ccc(C(Nc3ccccn3)c3ccc(Cl)cc3)c(O)c2n1 (centres undefined)	-9	0.1
C[C@@H]1CN([C@H](C)CO)C(=O)Cc2cc(NC(=O)C3CC3)ccc2O[C@@H]1CN(C)Cc1ccncc1	-2	4.5
C[C@H]1CN([C@@H](C)CO)C(=O)c2cc(C#CCN(C)C)cnc2O[C@@H]1CN(C)Cc1ccccc1F	/	0.0
O=C(O)C[C@@H]1CC[C@H](NC(=O)c2ccncc2)[C@@H](CO)O1	-8	0.1
C[C@@H]1CN([C@@H](C)CO)S(=O)(=O)c2ccc(Br)cc2O[C@H]1CN(C)Cc1ccccn1	6&0	-2.6
C=C1CC[C@H](O)CC1=C/C=C1\CCC[C@]2(C)[C@@H]([C@H](C)CC[C@@H](O)C(C)(C)O)CC[C@@H]12	-15	0.4
O=C(C[C@H]1C[C@@H]2c3cc(NC(=O)C4CCC4)ccc3O[C@@H]2[C@@H](CO)O1)NCc1ccc(Cl)cc1	-8	1.0
CC(C)NC(=O)N(C)C[C@@H]1OCCCC[C@H](C)Oc2ccc(NC(=O)c3ccccc3)cc2C(=O)N([C@@H](C)CO)C[C@H]1C	-10	-7.6
COC1OC(O)C(O)C12CC[C@@]1(O2)[C@H](C)C[C@H]2OC(=O)[C@@]3(C)CCC[C@]1(C)C23 (some centres undefined)	/	0.5
C/C=C/c1ccc2c(c1)O[C@@H](CN(C)C(=O)c1ccc3c(c1)OCO3)[C@@H](C)CN([C@@H](C)CO)S2(=O)=O	-1	0.1
COc1ccc(-c2cn(CC[C@H]3CC[C@@H](NC(=O)CCN4CCCCC4)[C@H](CO)O3)nn2)cc1	-8	0.2
C[C@@H]1CN([C@@H](C)CO)C(=O)c2ccccc2-c2ccccc2CO[C@@H]1CN(C)C(=O)Nc1ccc(F)cc1	18	0.1
COc1cccc(CNC(=O)C[C@@H]2CC[C@H](NC(C)=O)[C@@H](CO)O2)c1	7	-0.2
C[C@@H]1CN([C@@H](C)CO)C(=O)c2cc(NC(=O)C3CCCCC3)ccc2O[C@@H](C)CCCCO[C@H]1CN(C)CC1CCCCC1	/	1.6
CO[C@H](CN(C)C(=O)c1cnccn1)[C@@H](C)CN([C@H](C)CO)S(=O)(=O)c1ccc(Cl)cc1	3	-0.2
CC(C)NC(=O)Nc1ccc2c(c1)C(=O)N([C@@H](C)CO)C[C@H](C)[C@@H](CN(C)S(C)(=O)=O)O2	5	/

Structural class: those above with a COOH group
smiles	EZH2 inh	IDH1 mut inh
O=C(O)C[C@H]1C[C@@H]2c3cc(NC(=O)Nc4ccc(C(F)(F)F)cc4)ccc3O[C@@H]2[C@@H](CO)O1	6	0.0
O=C(O)C[C@@H]1CC[C@H](NC(=O)c2ccncc2)[C@@H](CO)O1	-8	0.1

More results:
smiles	EZH2 inh	IDH1 mut inh
O=C(CC1c2ccccc2Oc2ccccc21)NCCOc1ccccc1Cl	49	-1.1
Cc1ccc(S(=O)(=O)Nc2cccc3c2O[C@H](CN(C)S(=O)(=O)c2ccccc2)[C@@H](C)CN([C@H](C)CO)C3=O)cc1	/	-9.1
CNCCCC1c2ccccc2C=Cc2ccccc21	-11	0.7
C[C@@H]1CN([C@@H](C)CO)C(=O)CCCn2cc(nn2)CO[C@H]1CN(C)Cc1ccc2cccnc2c1	4	-0.9
C[C@H](CO)N1C[C@H](C)[C@@H](CN(C)C(=O)CCN2CCCCC2)Oc2ncc(C#CCN(C)C)cc2C1=O	/	0.1
